Dyrk1A ADPGlo – rat Dyrk1A kinase inhibitors, primary screen, biochemical, single point, plate reader; Dual specificity tyrosine-phosphorylation-regulated kinase 1A (Rattus norvegicus), Q63470; ADP-Glo luminescence, NFATc1 peptide; inhibition, % at 12.5 µM; 0.43% of 310,000 active; AID 504441, 2011; in the data active = inhibition above about 50%;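 note: plate controls were vehicle with enzyme for no effect and no enzyme for full effect; many of its hits are not listed in these tables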
GSK3A inh – blockers of GSK3A enzyme activity – biochemical, luminescence, cell-free homogeneous, HTS, primary screen. inhibition, % at 10 µM. Glycogen synthase kinase-3 alpha (Homo sapiens), P49840. 0.1% of 320,000 active. AID 2650, 2010. GSK-3 alpha kinase, ADP-Glo luminescence, 60 min;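 in the data active = inhibition above about 50%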;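 note: GST-tagged GSK-3 alpha with peptide substrate and 25 µM ATP; 0% = DMSO neutral wells and 100% = GW8510 positive control wells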
Target sequence (P49840 whole entry, looked up): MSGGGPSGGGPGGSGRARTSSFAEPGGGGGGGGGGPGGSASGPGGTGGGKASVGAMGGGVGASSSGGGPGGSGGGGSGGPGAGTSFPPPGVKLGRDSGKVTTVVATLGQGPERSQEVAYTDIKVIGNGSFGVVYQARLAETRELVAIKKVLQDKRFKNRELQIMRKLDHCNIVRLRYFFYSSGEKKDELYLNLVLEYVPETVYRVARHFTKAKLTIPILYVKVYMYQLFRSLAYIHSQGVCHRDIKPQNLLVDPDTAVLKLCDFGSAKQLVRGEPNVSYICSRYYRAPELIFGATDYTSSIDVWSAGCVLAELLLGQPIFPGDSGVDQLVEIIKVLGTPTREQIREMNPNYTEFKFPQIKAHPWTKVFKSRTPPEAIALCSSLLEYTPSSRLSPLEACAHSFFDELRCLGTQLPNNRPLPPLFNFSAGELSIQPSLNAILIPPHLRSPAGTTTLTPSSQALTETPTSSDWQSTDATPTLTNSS
KCNK3 inh – human KCNK3 channel inhibitors, primary screen, CHO cells, FluxOR thallium flux, B-score. FluxOR fluorescence; active compounds read low. B-score at 10 µM. 0.84% of 340,000 active. AID 602410, 2012;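 active = B-score under library mean minus 4 SD, starting fluorescence ratio at most library mean plus 5 SD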;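 note: more negative B-score means stronger inhibition of thallium flux through KCNK3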
Target sequence (O14649 whole entry, looked up): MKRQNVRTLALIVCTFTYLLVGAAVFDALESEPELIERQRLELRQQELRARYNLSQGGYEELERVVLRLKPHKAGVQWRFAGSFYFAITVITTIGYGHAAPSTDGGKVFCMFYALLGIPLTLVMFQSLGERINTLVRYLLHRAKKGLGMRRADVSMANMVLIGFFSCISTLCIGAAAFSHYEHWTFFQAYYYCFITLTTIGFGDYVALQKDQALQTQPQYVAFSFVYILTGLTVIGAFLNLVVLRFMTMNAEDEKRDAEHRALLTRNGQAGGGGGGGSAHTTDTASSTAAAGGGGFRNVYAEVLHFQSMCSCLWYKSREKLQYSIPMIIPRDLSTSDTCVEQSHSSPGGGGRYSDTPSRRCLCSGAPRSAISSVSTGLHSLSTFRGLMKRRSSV
Active calls of the source: *; i = inactive. Only part of the results is shown; the hit share may differ from the screen's.

Value order – Dyrk1A ADPGlo | GSK3A inh | KCNK3 inh
1	CCOC(=O)CCCCCC(=O)Nc1ccc2c(c1)CC(=O)N([C@H](C)CO)C[C@H](C)[C@H](CN(C)S(=O)(=O)c1ccc(OC)cc1)O2
→ -3 | -1 | i
2	COc1ccc(C(C)=O)cc1CC(=O)Nc1cccc(S(=O)(=O)N2CCOCC2)c1
→ -3 | 0 | i
3	Cc1ccc(NC(=O)CN(C)C(=O)CSc2nnc(C)s2)cc1
→ 0 | -1 | i
4	COC(=O)C1CCN(C(=O)COc2ccc(N(C)S(=O)(=O)c3ccc(C)cc3)cc2)CC1
→ 8 | 0 | i
5	COc1cccc(NC(=O)c2cccc(Cl)c2)c1
→ 14 | 0 | i
6	COc1ccc(CCC2(C)NC(=O)N(C(C)C(=O)N3c4ccccc4CC3C)C2=O)cc1 (stereo not given)
→ -4 | -2 | i
7	O=C(COC(=O)CNC(=O)c1ccccc1)NCCNC(=O)COC(=O)CNC(=O)c1ccccc1
→ -6 | -2 | i
8	CCN(CC(=O)Nc1ccc(NC(C)=O)cc1)C(=O)c1ccc2c(c1)OCO2
→ 9 | -2 | i
9	C[C@@H]1O[C@@H](O[C@@H]2C(=O)c3c(O)cc(O)cc3O[C@H]2c2ccc(O)c(O)c2)[C@H](O)[C@H](O)[C@H]1O
→ 2 | -4 | i
10	C[C@H](CO)N1C[C@H](C)[C@@H](CN(C)C(=O)Nc2ccccc2)Oc2ccc(NC(=O)CCC(F)(F)F)cc2C1=O
→ 0 | -3 | i
11	CC(NC(=O)Cn1ccsc1=N)C12CC3CC(CC(C3)C1)C2 (stereo not given)
→ 4 | 0 | i
12	CC(=O)Nc1ccc(S(=O)(=O)Nc2nc3ccccc3nc2N2CCOCC2)cc1
→ -1 | -1 | i
13	COc1ccc2c3n(nc2c1)CCN=C3c1ccc(Cl)cc1
→ 7 | 1 | i
14	COc1cc(C(=O)NCc2cccs2)ccc1OCc1c(C)noc1C
→ 3 | -2 | i
15	CCNC(=O)N(CC)C[C@H]1N[C@@](C)(C(=O)OC)[C@H]2C(=O)N(C)C(=O)[C@@H]12
→ -3 | 0 | i
16	Cc1cc(C)cc(-n2c(SCC(=O)NCc3ccco3)nc3ccccc3c2=O)c1
→ 0 | 1 | i
17	C=C[C@H]1[C@H](O[C@@H]2O[C@H](CO)[C@@H](O)[C@H](O)[C@H]2O)OC=C2C(=O)OCC[C@]21O
→ -2 | -2 | i
18	CN(C(=O)c1cccc(NC(=O)Cc2cccc([N+](=O)[O-])c2)c1)C1CCC1
→ 5 | -1 | i
19	Cc1cccc(NC(=O)COC(=O)c2nn(C)c(=O)c3ccccc23)c1C
→ -5 | -1 | i
20	Cc1ccc(NC(=O)c2nc[nH]c2C(=O)NCCN(CCNC(=O)c2[nH]cnc2C(=O)Nc2ccc(C)cc2)CCNC(=O)c2[nH]cnc2C(=O)Nc2ccc(C)cc2)cc1
→ 6 | -2 | i
21	C[C@H](CO)N1C[C@H](C)[C@@H](CN(C)Cc2ccccc2)Oc2c(NC(=O)Cc3ccccc3)cccc2C1=O
→ 9 | -3 | i
22	O=C(CCS(=O)(=O)c1ccccc1)Nc1ccc(S(=O)(=O)Nc2nccs2)cc1
→ 6 | -3 | i
23	O=C(OCC(=O)N1CCOCC1)c1cc(=O)[nH]c2ccccc12
→ -9 | 2 | i
24	COc1ccccc1N1CCN(c2cc(=O)n(-c3ccc(Br)cc3)c(=O)[nH]2)CC1
→ -7 | 2 | i
25	Cc1cccc(C(=O)OCC(=O)NCc2ccc3c(c2)OCO3)c1C
→ -4 | 2 | i
26	COc1ccc2c(c1)[C@H]1[C@H](CO2)[C@H](c2ccccc2)[C@]2(C)C(=O)Nc3cc(C)ccc3C(=O)N12
→ 3 | -3 | i
27	CCOC(=O)Cc1csc(SCC(=O)N2CCN(c3ccccc3)CC2)n1
→ 4 | -4 | i
28	O=C(Cc1ccccc1)Nc1ccc2c(c1)OC1(CCCC1)O2
→ -4 | 1 | i
29	COc1cc(Cl)c(C)cc1NCC(=O)Nc1cccc(S(=O)(=O)N2CCCC2)c1
→ -1 | -1 | i
30	C[C@@H]1CN([C@@H](C)CO)C(=O)Cc2cc(NC(=O)Nc3cccc4ccccc34)ccc2O[C@@H]1CN(C)S(C)(=O)=O
→ -3 | -3 | i
31	Cc1onc(-c2ccccc2)c1C(=O)OCC(=O)Nc1cccc(Cl)c1
→ -5 | 3 | i
32	Cc1ccc(NS(=O)(=O)c2cccc(C(=O)NC3CC3)c2)c(C)c1
→ -3 | 0 | i
33	COc1ccc(S(=O)(=O)N2CCOCC2)cc1NC(=O)CSc1nnc2n1CCCCC2
→ -3 | -2 | i
34	COc1ccc(C(=O)OCC(=O)N2CCN(C(=O)c3ccco3)CC2)cc1OC
→ 0 | -4 | i
35	COC(=O)C(NC=O)C(O)(Cc1ccccc1)C(F)(F)F (stereo not given)
→ -10 | 1 | i
36	Cc1ccccc1-n1c(Cn2c(=O)sc3ccccc32)nnc1SCC(=O)NCC1CCCO1 (stereo not given)
→ -4 | -1 | i
37	CCCCn1c(N)c(N(CCOC)C(=O)c2ccc(OCc3c(C)noc3C)cc2)c(=O)[nH]c1=O
→ -2 | 1 | i
38	O=C1CC[C@H](O)CCN1CCSc1ccc(Br)cc1
→ 3 | 12 | i
39	COc1cc(/C=C/C(=O)OCC(=O)c2ccc[nH]2)cc(OC)c1OC
→ -4 | -1 | i
40	C#CCOCCOCCOCCNc1nc(N2CCN(C(=O)CCCCCCCCCCNC(=O)Cn3cc(C[C@@H](C)O)nn3)CC2)nc(N2CCN(C(=O)CCCCCCCCCCNC(=O)[C@H](CCCCN)n3cc(CCCC(=O)O)nn3)CC2)n1
→ 0 | -3 | i
41	Cc1c(N)c(=O)n(-c2ccccc2)n1C
→ 5 | -2 | i
42	COc1ccc(OC)c(NC(=O)CN2C(=O)C(C)N(c3ccc(C)cc3)C2=O)c1 (stereo not given)
→ 4 | 2 | i
43	COC(=O)c1cc(NC(=O)CN(C)C2CCS(=O)(=O)C2)cc(C(=O)OC)c1 (stereo not given)
→ 16 | -2 | i
44	Cc1ccnn1-c1ccc(C(=O)N2CCCN(S(=O)(=O)c3ccc(F)cc3)CC2)cc1
→ -6 | -3 | i
45	CCCCN(C(=O)CSc1nc(CCC)cc(=O)[nH]1)c1c(N)n(Cc2ccccc2)c(=O)[nH]c1=O
→ 2 | 1 | i
46	CCN(c1ccccc1)S(=O)(=O)c1ccc(C(=O)N(C)Cc2cccs2)cc1
→ -1 | -1 | i
47	COC(=O)[C@]1(Cc2ccccc2)N[C@H](CN(C)C(=O)Nc2ccc(OC)cc2)[C@@H]2C(=O)N(Cc3ccccc3)C(=O)[C@@H]21
→ 0 | -2 | i
48	Cc1nn(CC(=O)N(C)C2CCC(C)CC2)c(C)c1S(=O)(=O)N(C)C (stereo not given)
→ 2 | -6 | i
49	COc1ccccc1OCC(=O)NC1CCCCCCC1
→ 4 | 0 | i
50	Cc1noc(C)c1C(=O)Nc1ccc(-c2nnc3n2CCCCC3)cc1
→ 1 | -3 | i

Results in KCNK3 inh and Dyrk1A ADPGlo, for some of the entries so far:
cpd | SMILES | KCNK3 inh | Dyrk1A ADPGlo
10 | C[C@H](CO)N1C[C@H](C)[C@@H](CN(C)C(=O)Nc2ccccc2)Oc2ccc(NC(=O)CCC(F)(F)F)cc2C1=O | i | 0
25 | Cc1cccc(C(=O)OCC(=O)NCc2ccc3c(c2)OCO3)c1C | i | -4

Remaining list, next part:
Value order – Dyrk1A ADPGlo | GSK3A inh | KCNK3 inh
51	Cc1ccc(C(=O)OC(C)C(=O)NC(C)CCc2ccccc2)o1 (stereo not given)
→ 6 | -3 | i
52	CCOC(=O)Cc1csc(NC(=O)c2ccc(N3CCOCC3)cc2[N+](=O)[O-])n1
→ -1 | 16 | i
53	CC1(NC(=O)/C=C/c2nc3ccccc3s2)CCS(=O)(=O)C1 (stereo not given)
→ 7 | 0 | i
54	COc1cc2cc(CCCOC(=O)c3ccc(C#N)cc3)oc(=O)c2cc1OC
→ 5 | 1 | i
55	O=C(CSc1nnc(N2CCOCC2)n1-c1cccc(F)c1)N1CCN(c2ccccn2)CC1
→ -6 | 0 | i
56	Cc1ccccc1NC(=O)CSC1=NCCN1
→ -4 | 0 | i
57	O=S(=O)(N(Cc1ccccc1)[C@H](CO)Cc1ccccc1)N(Cc1ccccc1)[C@H](CO)Cc1ccccc1
→ 1 | 0 | i
58	C[C@H](CO)N1C[C@H](C)[C@@H](CN(C)C(=O)Nc2ccccc2)Oc2ccc(NC(=O)Cn3cnnn3)cc2C1=O
→ 2 | -1 | i
59	Cc1ccc(CNC(=O)CCn2cc(-c3ccc(F)cc3)nc2-c2ccncc2)cc1
→ 7 | -2 | i
60	COc1ccccc1N(CCC#N)C(=O)COC(=O)CCC(=O)c1ccc(F)cc1
→ 3 | -1 | i
61	CCCn1c(N)c(N(CCOC)C(=O)CSc2c(Cl)cccc2Cl)c(=O)[nH]c1=O
→ -1 | -3 | i
62	O=C(Nc1ccc(C(F)(F)F)cc1)c1ccccc1
→ -5 | -5 | i
63	CCc1nc2ccccc2c(C(=O)OCC(=O)NC2CCCC2)c1C
→ -1 | 1 | i
64	CN(C(=O)c1ccc(NC(=O)Cc2ccc(NC(=O)C3CCCN(C(=O)CCc4ccccc4)C3)cc2)cc1)C1CC1 (stereo not given)
→ 3 | -1 | i
65	CSc1nc(N)nc2c1ncn2CC(=O)NCc1ccc2[nH]ccc2c1
→ 3 | 1 | i
66	N#Cc1ccc(C(=O)OCCc2cc3ccccc3c(=O)o2)cc1
→ -4 | -3 | i
67	O=C(CSc1nc2ccccc2c(=O)n1Cc1ccc(F)cc1)NCC1CCCO1 (stereo not given)
→ -2 | -2 | i
68	O=C(COC(=O)c1ccc([N+](=O)[O-])cc1)NCCC1=CCCCC1
→ -2 | -2 | i
69	CCCNC(=O)C1(CC2CC(c3ccccc3)=NO2)CCN(C(=O)c2ccccc2)CC1 (stereo not given)
→ -6 | -3 | i
70	Cc1[nH]c2ccc(C(=O)NC3CCCC3)cc2c1C
→ 9 | -1 | i
71	COc1ccc(OC)c(S(=O)(=O)NC(C)c2ccc(-n3ccnc3)cc2)c1 (stereo not given)
→ 6 | -3 | i
72	O=C(CNc1ccccc1F)Nc1cc(S(=O)(=O)N2CCCCC2)ccc1Cl
→ 6 | -5 | i
73	O=C1CCC/C=C/C[C@@H](CC(=O)N(CCO)Cc2ccccc2)C(=O)NC[C@@H](c2ccccc2)O1
→ 17 | -3 | i
74	COc1ccc(S(N)(=O)=O)cc1C(=O)OCC(=O)N1c2ccccc2NC(=O)C1(C)C
→ 3 | -2 | i
75	O=C(Cc1c(F)cccc1Cl)OCC(=O)N1CCc2ccccc21
→ 1 | 1 | i
76	O=C(COC(=O)Cc1ccsc1)Nc1ccccc1Cl
→ 5 | 0 | i
77	Cc1ccc(NC(=O)CN(C)C(=O)CSc2nccn2C)cc1
→ 0 | 7 | i
78	O=c1cc(-c2ccc(O)c(O)c2)oc2cc(O)c([C@@H]3O[C@H](CO)[C@@H](O)[C@H](O)[C@H]3O)c(O)c12
→ 20 | -1 | i
79	CCC(CO)Oc1cc(NCc2ccccc2)c2ncn(C3CCCC3)c2c1 (stereo not given)
→ 11 | 7 | i
80	Cc1cc(OCC(=O)OCC(=O)N2CCc3ccccc3C2)ccc1Cl
→ 3 | -4 | i

Reprinted from the part before: 6 compounds, followed by the next part.
Value order – Dyrk1A ADPGlo | GSK3A inh | KCNK3 inh
75	O=C(Cc1c(F)cccc1Cl)OCC(=O)N1CCc2ccccc21
→ 1 | 1 | i
76	O=C(COC(=O)Cc1ccsc1)Nc1ccccc1Cl
→ 5 | 0 | i
77	Cc1ccc(NC(=O)CN(C)C(=O)CSc2nccn2C)cc1
→ 0 | 7 | i
78	O=c1cc(-c2ccc(O)c(O)c2)oc2cc(O)c([C@@H]3O[C@H](CO)[C@@H](O)[C@H](O)[C@H]3O)c(O)c12
→ 20 | -1 | i
79	CCC(CO)Oc1cc(NCc2ccccc2)c2ncn(C3CCCC3)c2c1 (stereo not given)
→ 11 | 7 | i
80	Cc1cc(OCC(=O)OCC(=O)N2CCc3ccccc3C2)ccc1Cl
→ 3 | -4 | i
81	C=CCn1c(NC(=O)c2ccc(C)cc2)c(C#N)sc1=N
→ -2 | -1 | i
82	O=C(Nc1ccccc1)c1nc[nH]c1C(=O)N1CCN(c2ccccc2)CC1
→ 2 | -4 | i
83	COc1ccc(C(=O)Nc2cc(S(=O)(=O)N3CCCC3)ccc2Cl)cc1
→ -2 | 0 | i
84	CCC(C)(C)C1CCC(NC(=O)c2ccc(S(=O)(=O)N3CCOCC3)cc2)CC1 (stereo not given)
→ -4 | 0 | i
85	CCCCCCNC(=O)N[C@H](C(=O)NCCC[C@H]1CN2C(=NC[C@H]2C)N1CCC(c1ccccc1)c1ccccc1)C(C)O (stereo not given in full)
→ 7 | 4 | i
86	N#Cc1cccnc1N1CCN(C(=O)c2cccc3c2C(=O)c2ccc(-c4ccc(F)cc4OCc4ccccc4)cc2S3(=O)=O)CC1
→ -9 | 3 | i
87	CC(/C=C/C1[C@H](C)C[C@H](O[C@@H]2O[C@H](CO)[C@@H](O)[C@H](O)[C@H]2O)CC1(C)C)O[C@H]1O[C@H](CO)[C@@H](O)[C@H](O)[C@H]1O (stereo not given in full)
→ -2 | 1 | i
88	O=C1Cc2cc(S(=O)(=O)Nc3ccc(F)cc3Cl)ccc2N1
→ -2 | 5 | i

Assay outcomes (PubChem BioAssay)
